HCV inh = inhibitors of hepatitis C virus infection | hit rate 3.4% among 340,000 | Huh7.5.1 HCVcc-Cre infection, luciferase reporter, 44 h | Potency, µM (top dose mostly 41.8 µM), inactives show at the top dose activity change, negative = inhibition, most hits filed as inhibitors | AID 651820; note: potency is the fitted concentration of half-maximal effect
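Reporter virus HCVcc-Cre (~0.5 moi) infects cells exposed to compound; seeding density 1,000 cells/well with 4 h settling beforehand. Luminescence, 15 sec read, taken 44 h post-infection following a 15 min RT substrate incubation.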
Sm TGR inh = S. mansoni TGR enzyme inhibition | purified TGR, DTNB reduction, TNB absorbance 405 nm | Potency, µM (top dose mostly 114 µM), for the others: at the top dose activity change, negative = inhibition, hits mostly inhibitors | hit rate 3% among 360,000; note: potency is the fitted concentration of half-maximal effect; nearly all actives have a fitted effect of over 60% in size
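First, TGR (20 nM dispensed) and NADPH were mixed with compound. Second, a 15 min room-temperature incubation followed. Third, further NADPH and then DTNB were added to start the reaction. Finally, TNB absorbance was monitored kinetically.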
HCMV antiviral = human cytomegalovirus inhibition; AID 1259415; HFF cells, HCMV-luciferase reporter, 72 h; stronger effect = lower value; activity change, negative = inhibition, % at 57.5 µM; hit rate 4.5% among 410,000; in the data active = activity change below about -60%; inconclusive = no clear call, values can overlap the other calls; inactive = above about -39%
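Inhibition of viral replication was scored as loss of reporter luminescence in HFFs infected with HCMV-luciferase (MOI 1 PFU/cell) for 72 h; compounds tested at 2 doses, normalized to buffer and Salinomycin controls.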
AmpC inh detg = AmpC beta-lactamase inhibition with detergent present | Potency, µM (top dose mostly 114 µM), inactives show top-dose activity change, negative = inhibition, actives largely listed as inhibitors | AmpC hydrolysis of nitrocefin, absorbance 480 nm, 0.01% Triton | hit rate 0.041% among 370,000 | P00811;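 note: potency is the fitted concentration of half-maximal effect; 0% = no-compound wells and -100% = no-enzyme wells; nearly all actives have a fitted effect of over 25% in size; some results filed as inactive show a strong effect at the top dose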
Target sequence (P00811 whole entry, looked up): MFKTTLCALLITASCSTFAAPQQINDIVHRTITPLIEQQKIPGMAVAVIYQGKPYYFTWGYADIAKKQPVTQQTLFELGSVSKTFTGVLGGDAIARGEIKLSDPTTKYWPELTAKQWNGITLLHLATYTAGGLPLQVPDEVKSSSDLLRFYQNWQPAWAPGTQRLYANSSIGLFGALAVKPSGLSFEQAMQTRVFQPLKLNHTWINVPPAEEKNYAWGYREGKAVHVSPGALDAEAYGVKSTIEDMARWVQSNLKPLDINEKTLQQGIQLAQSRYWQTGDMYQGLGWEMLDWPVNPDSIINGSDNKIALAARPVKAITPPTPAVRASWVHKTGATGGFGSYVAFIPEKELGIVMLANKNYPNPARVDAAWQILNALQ
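AmpC (5.3 nM in the dispensed reagent) in 20 mM phosphate pH 7.0 with 0.01% (detergent screen) or 0.0001% Triton X-100 was preincubated with compounds for 15 min at room temperature. Nitrocefin was then added from an 800 uM solution, and hydrolysis was followed at 480 nm.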
Giardia FBPA inh = inhibitors of Giardia lamblia fructose-1,6-bisphosphate aldolase | hit rate 0.71% among 290,000 | purified Giardia FBPA | Potency, µM (series often up to 59.6 µM), for inactives: top-dose activity, negative = inhibition, actives largely listed as inhibitors | A8B2U2 | AID 2451; note: potency is the fitted concentration of half-maximal effect; nearly all actives have a fitted effect of over 55% in size
Target sequence (A8B2U2 whole entry, looked up): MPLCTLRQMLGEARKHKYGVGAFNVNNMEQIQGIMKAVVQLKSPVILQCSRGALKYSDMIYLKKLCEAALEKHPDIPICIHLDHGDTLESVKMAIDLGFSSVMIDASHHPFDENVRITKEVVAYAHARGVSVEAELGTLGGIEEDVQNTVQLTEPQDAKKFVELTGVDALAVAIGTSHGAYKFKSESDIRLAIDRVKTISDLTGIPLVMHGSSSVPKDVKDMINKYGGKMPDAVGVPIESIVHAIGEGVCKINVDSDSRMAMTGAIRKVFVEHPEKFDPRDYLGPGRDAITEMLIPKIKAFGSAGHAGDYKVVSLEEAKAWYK
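40 nM FBPA preincubated 10 min at RT with compound (up to 57.5 uM final), then substrate plus GAPDH/TPI/NAD/arsenate coupling and diaphorase/resazurin added. Fluorescence read after 20 min at RT, 525/598 nm.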
AmpC inh no detg = AmpC beta-lactamase inhibition without detergent; P00811; hit rate 0.52% among 330,000; AID 485341; AmpC nitrocefin hydrolysis, absorbance 480 nm, 0.0001% Triton; Potency, µM (top dose mostly 57.1 µM), without a hit: at the top dose activity change, negative = inhibition, actives largely listed as inhibitors;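 note: potency is the fitted concentration of half-maximal effect; plate controls were no compound for no effect and no enzyme for full effect; nearly all actives have a fitted effect of over 20% in size; some results filed as inactive show a strong effect at the top dose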
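20 mM phosphate pH 7.0 + 0.01% (detergent screen) or 0.0001% Triton X-100; 5.3 nM AmpC reagent; cpd preinc 15 min RT; nitrocefin (800 uM stock) to start; A480 q20 s × 4 min; Activity was normalised to no-enzyme and no-compound control wells.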
An asterisk follows results filed as active; ? = inconclusive; nt = not tested or not shown; & = joins results of further samples; [ ] = another dose, or the depositor's remark. Unless noted, calls come from the whole dose curve; as a rule, active = well fitted curve in the direction sought with a large enough effect; inconclusive = small, poorly fitted or top-dose-only effect, or another doubt; inactive = no such curve, though single readings can be large; an effect the other way counts as inactive or inconclusive. Unless noted, % is set by controls: 0 for no effect and ±100 for the full control effect. Compounds were not picked by outcome; any-hit rate near 9.9%.

compound | AmpC inh detg | AmpC inh no detg | Sm TGR inh | HCV inh | HCMV antiviral | Giardia FBPA inh
Cc1ccc(S(=O)(=O)NCC(=O)N2CCCC2C(=O)O)cc1 (stereo not drawn) | -5% | -18% | 75%[activator] | 17% | -20 | 1%
Cc1cc(NC(=O)CCN2CCN(C)CC2)ccc1Br | -9% | -2% | 4% | ? | -12 | ?
CCc1nnc(NC(=O)c2ccc(-c3cccc(C(F)(F)F)c3)o2)s1 | 7% | 2% | -15% | 8% | -14 | 2%
CCNc1cc(S(=O)(=O)C(F)(F)F)ccc1N | -13% | -34% | -7% | 8% | 23 | -27%
C/C=C(/C)C(=O)Nc1cccc(C2=NOC3(C2)C[C@@H](C(N)=O)N(C(=O)/C=C/CC)C3)c1 (stereo partly drawn) | -3% | 12% | ? | 4% | 21 | -4%
CN(C)S(=O)(=O)N1CCN(c2ccnc3cc(Cl)ccc23)CC1 | -22% | 49% | -9% | -18% | nt | 17%
COc1ccc(CNC(=O)C(OC(=O)c2cccs2)C(C)C)cc1 (stereo not drawn) | -8% | -5% | -9% | 0% | 5 | 11%
Cc1cc(C)n(NC(=S)NC2CCCC2)c(=O)c1C#N | 10% | -12% | 10% | 5% | 42 | 18µM*
O=C(COc1ccc(S(=O)(=O)NC2CCCCC2)cc1)Nc1ccc(C(F)(F)F)cc1 | 7% | nt | 1% | nt | -4 | nt
Cc1c(Cl)cccc1NC(=S)N1CCN(Cc2ccccc2)CC1 | -12% | 69%[activator] | -9% | -16% | 1 | -1%
COC(=O)c1ccccc1NS(=O)(=O)c1c(C)noc1C | -7% | -32% | -3% | 12% | -6 | nt
CCc1ccc(NC(=O)Cn2nnc(C(=O)Nc3cc(C)ccc3OC)c2N)cc1 | 5% | nt | 14% | nt | 1 | nt
Cc1ccc2c(c1)sc(-c1ccc(N(C)C)cc1)[n+]2C | -4% | -1% | -1% | 3.5µM* | -96* | -16%
O=C(CCN1C(=O)c2ccccc2C1=O)NCc1cccc(Cl)c1 | -2% | -10% | -4% | 8% | 7 | nt
CCOC(=O)/C(N=Nc1c(C)n(C)n(-c2ccccc2)c1=O)=C(\C)O | -15% | -3% | -5% | 12% | -26 | 4%

New compounds follow.
compound | AmpC inh detg | AmpC inh no detg | Sm TGR inh | HCV inh | HCMV antiviral | Giardia FBPA inh
Cc1csc2c(N3CCC(C(=O)O)CC3)ncnc12 | -7% | -19% | -5% | 15% | 7 | 6%
CS(=O)(=O)Nc1ccc(S(=O)(=O)N2CCOCC2)cc1 | -11% | -8% | -10% | 13% | 37 | 3%
O=C(O)c1ccc(COc2ccccc2/C=C2\NC(=O)N(Cc3ccc(F)cc3)C2=O)cc1 | 2% | -32% | 6% | -9% | 11 | 5%
COc1cccc(-c2nnc3sc(-c4ccco4)nn23)c1 | -13% | 0% | -15% | -17% | 3 | 3%
C/C(Cl)=C\C[N+](C)(C)CC(=O)OCCc1ccccc1 | 7% | -10% | 7% | 12% | 33 | -6%
C=CCn1c(SCC(C)=O)nnc1-c1cc(-c2ccccc2)sc1N | -6% | 139%[activator] | 0% | ? | -17 | -1%
O=C(CCCSc1nc2ccccc2s1)Nc1nccs1 | -4% | -14% | 17%[11.4 µM] | -10% | 31 | -2%
COc1ccc(C)cc1NS(=O)(=O)c1ccc(-c2cnc(C3CC3)o2)cc1 | -5%&-1% | 82%[activator] | 3%&0% | ? | -103* | nt
CS(=O)(=O)N1c2cccc3cccc(c23)S1(=O)=O | 0% | -25% | 4% | 11% | 0 | -16%
O=C(CN1C(=O)C(=O)N(Cc2ccccc2)C1=O)c1ccc[nH]1 | ? | -12% | -25% | 2% | 0 | nt
CN1CCN(CC(=O)C23CC4CC(CC(C4)C2)C3)CC1 | -11% | -18% | -23% | -24% | 46 | -10%
Cc1ccc(-c2nnc(COc3cccc(-n4cnnn4)c3)o2)cc1 | -14% | -25% | -4% | -5% | -10 | -10%
O=C(NCc1ccco1)c1ccc2c(c1)N(Cc1ccc(Cl)cc1)CCS2 | -6% | -46% | ? | 10µM* | ? | -10%
Cc1ccnc(NS(=O)(=O)c2ccc(NC(=O)c3ccc4c(c3)OCCO4)cc2)n1 | 2% | -34% | 0% | 32%[activator] | 7 | -1%
COCc1cc(=O)[nH]c(Nc2nc(C)c3cc(OC)ccc3n2)n1 | -9% | -29% | -21% | nt | nt | 1%

(list continues)
compound | AmpC inh detg | AmpC inh no detg | Sm TGR inh | HCV inh | HCMV antiviral | Giardia FBPA inh
O=C(COC(=O)CNS(=O)(=O)c1c(Cl)cccc1Cl)Nc1cccnc1Cl | -8% | -16% | -9% | 21% | 15 | 2%[12.9 µM]
COc1ccc(C(=O)COc2ccc3c(C)cc(=O)oc3c2)cc1 | -17% | -59% | 2% | -30% | 69 | -15%
CC(=O)Nc1ccc(S(=O)(=O)NCCCN2CCN(Cc3ccccc3)CC2)cc1Cl | 2% | 15% | 9% | -14% | 15 | 3%
COc1ccc(/C=N/NC(=O)CC(=O)N/N=C/c2ccc(OC)cc2)cc1 | -15% | -12% | -4% | -8% | 16 | -2%
O=C(Cn1cnc(S(=O)(=O)N2CCCCC2)c1)NCc1ccco1 | -7% | -20% | -15% | 12% | nt | nt
Cc1cc(C)c(NC(=O)CSc2ccnc(=O)[nH]2)c(C)c1 | 2% | nt | 2% | nt | 6 | nt
O=C1N=C(C=c2ccc(=Cc3[nH]c(=O)[nH]c3O)cc2)C(=O)N1 | 5% | -16% | -7% | nt | nt | -4%
CC(=O)N1CCN(c2ccc([N+](=O)[O-])cc2)CC1 | 1% | 42% | 0% | 0% | -23 | 7%
CCOc1ccc(S(=O)(=O)N(CC)CC)cc1NC(=O)CSCc1c(C)noc1C | -8% | 27% | -15% | -19% | -21 | nt
O=C1CCC([N+](=O)[O-])C(c2cc(Br)ccc2F)N1 (stereo not drawn) | ? | -26% | -17% | 7% | 9 | 10%
CCCC[C@@H]1C[C@H]1[C@@H](NC(=O)c1ccccc1)c1ccccc1C(F)(F)F | ? | -6% | 2% | ? | 6 | 0%
O=C(CCOc1ccccc1)OCC(=O)c1cc2ccccc2o1 | -13% | -47% | 0% | 3% | 125 | -4%
CC(C)C(=O)NCCc1c[nH]c2ccccc12 | -2% | -38% | -5% | 21% | 14 | -3%
Cc1ccc(-n2ncc(C(=O)N3CCN(c4ccccn4)CC3)c2C2CCN(C(=O)OC(C)(C)C)CC2)cc1 | 9% | nt | 5% | nt | 0 | nt
Cc1noc(C)c1NC(=O)Nc1ccc2c(c1)C(=O)N([C@H](C)CO)C[C@H](C)[C@H](CN(C)C)O2 | nt | -5% | nt | 4% | -9 | nt

Remaining list, next part.
compound | AmpC inh detg | AmpC inh no detg | Sm TGR inh | HCV inh | HCMV antiviral | Giardia FBPA inh
COc1ccc(NC(=O)CC2C(=O)N(C)C(=S)N2Cc2ccc3c(c2)OCO3)cc1 (stereo not drawn) | -18% | -17% | -13% | 27% | 1 | -6%
CCOC(=O)c1c(N=CN(C)C)c(C#N)c2n1CCCC2 | -4% | -2% | -3% | 8% | 73 | 6%
CC(C)c1csc(CN2CCC(n3nccc3NC(=O)Cc3ccccc3)CC2)n1 | -9% | 71%[activator] | -8% | ? | -8 | 12%
CCC1Oc2ccc(C)cc2N(CC(=O)NCCCN2CCCC2)C1=O (stereo not drawn) | -2% | 58% | -6% | -9% | 2 | 0%
CCCNC(=O)Cn1c(=O)n(C)c2ccccc21 | -1% | -2% | 9% | 17% | 8 | 0%
Fc1ccc(NC(=S)Nc2cccnc2)c(F)c1F | -11% | -26% | 14µM* | 3% | 0 | -21%
Cc1ccc(S(=O)(=O)N2CCCCC2)cc1NC(=O)CCNC(=O)c1ccc([N+](=O)[O-])cc1 | -1% | -20% | 6% | ? | 10 | nt
O=C(/C=C/c1ccco1)NC(=S)Nc1nc(-c2ccc(Cl)cc2)cs1 | -12% | -31% | -4% | 10% | 49 | 1%
COc1ccccc1CNC(=O)CC(c1ccc(OC)c(OC)c1)N1Cc2ccccc2C1=O (stereo not drawn) | 2% | nt | -1% | nt | 8 | nt
CCc1ccc(C(=O)c2cn(CC(=O)Nc3cccc(OC)c3)c3cc4c(cc3c2=O)OCO4)cc1 | 10% | nt | 7% | nt | 2 | nt
CN(C)/C=N/c1ncc(C(=O)c2ccc(Cl)cc2)s1 | 2% | -16% | 6% | -4% | -5 | -6%
CCOC(=O)c1ccc(N2C(=O)c3n[nH]c(-c4ccco4)c3C2c2ccc(O)cc2)cc1 (stereo not drawn) | -5% | nt | ? | nt | -9 | nt
Cc1cc(C)c2nc(SCC(=O)Nc3ccc(S(=O)(=O)N4CCCC4)cc3)c(C)cc2c1 | -4% | -18% | 4% | ? | 22 | 2%
O=C(NCc1ccc(Cl)cc1)C1CCN(c2nn3cc(-c4ccc(F)cc4)nc3s2)CC1 | -4% | nt | -1% | nt | ? | nt
COC(=O)c1cnc(N2CCN(c3ccc(F)cc3)CC2)c2ccccc12 | 1% | nt | -4% | nt | -28 | nt
Cc1cccc(NC(=S)N2CCCN(c3ncccc3[N+](=O)[O-])CC2)c1 | -4% | -29% | 0% | -8% | -33 | -5%
Cc1ccc(-c2nnn(CC(=O)N(CC(=O)NC3CCCC3)c3cnc4ccccc4c3)n2)o1 | -7% | 11% | 3% | 1%&3% | -103* | -2%

A draw from above in order of molar mass, highest first:
compound | AmpC inh detg | AmpC inh no detg | Sm TGR inh | HCV inh | HCMV antiviral | Giardia FBPA inh
Cc1ccc(S(=O)(=O)N2CCCCC2)cc1NC(=O)CCNC(=O)c1ccc([N+](=O)[O-])cc1 | -1% | -20% | 6% | ? | 10 | nt
Cc1ccc(-c2nnn(CC(=O)N(CC(=O)NC3CCCC3)c3cnc4ccccc4c3)n2)o1 | -7% | 11% | 3% | 1%&3% | -103* | -2%
CCOC(=O)c1ccc(N2C(=O)c3n[nH]c(-c4ccco4)c3C2c2ccc(O)cc2)cc1 (stereo not drawn) | -5% | nt | ? | nt | -9 | nt
CC(C)c1csc(CN2CCC(n3nccc3NC(=O)Cc3ccccc3)CC2)n1 | -9% | 71%[activator] | -8% | ? | -8 | 12%
O=C(/C=C/c1ccco1)NC(=S)Nc1nc(-c2ccc(Cl)cc2)cs1 | -12% | -31% | -4% | 10% | 49 | 1%
CCC1Oc2ccc(C)cc2N(CC(=O)NCCCN2CCCC2)C1=O (stereo not drawn) | -2% | 58% | -6% | -9% | 2 | 0%
CN(C)/C=N/c1ncc(C(=O)c2ccc(Cl)cc2)s1 | 2% | -16% | 6% | -4% | -5 | -6%
CCOC(=O)c1c(N=CN(C)C)c(C#N)c2n1CCCC2 | -4% | -2% | -3% | 8% | 73 | 6%
CCCNC(=O)Cn1c(=O)n(C)c2ccccc21 | -1% | -2% | 9% | 17% | 8 | 0%

Bioassay records from PubChem BioAssay.
